Screening results deposited in PubChem by several laboratories.
S1P3 antag = S1P3 (human) receptor antagonism. inhibition, % at 4.98 µM. CHO S1P3 NFAT-BLA reporter, FRET fluorescence, antagonist mode. Q99500. 0.27% of 170,000 active;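 active = inhibition above the plate cutoff, the mean inhibition of test wells on that plate plus 3 SD, cut at about 28% in these data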;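 also: cells challenged with S1P at its EC80 of 0.8 µM; blue over green emission ratio from cleaved BLA substrate after 4 h stimulation; 0% = S1P-stimulated wells and 100% = unstimulated DMSO-only wells; some compounds past the cut are filed as inactive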
PPARg SRC2 recr = promotes SRC-2 coactivator recruitment by human PPARgamma | PPARgamma LBD-SRC-2 recruitment, biochemical | activation, % at 8 µM | P37231 | 0.34% of 200,000 active; in the data active = activation above about 22%;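 also: 0% = vehicle and 100% = reference agonist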
Target sequence (P37231 whole entry, looked up, the tested form may be a part): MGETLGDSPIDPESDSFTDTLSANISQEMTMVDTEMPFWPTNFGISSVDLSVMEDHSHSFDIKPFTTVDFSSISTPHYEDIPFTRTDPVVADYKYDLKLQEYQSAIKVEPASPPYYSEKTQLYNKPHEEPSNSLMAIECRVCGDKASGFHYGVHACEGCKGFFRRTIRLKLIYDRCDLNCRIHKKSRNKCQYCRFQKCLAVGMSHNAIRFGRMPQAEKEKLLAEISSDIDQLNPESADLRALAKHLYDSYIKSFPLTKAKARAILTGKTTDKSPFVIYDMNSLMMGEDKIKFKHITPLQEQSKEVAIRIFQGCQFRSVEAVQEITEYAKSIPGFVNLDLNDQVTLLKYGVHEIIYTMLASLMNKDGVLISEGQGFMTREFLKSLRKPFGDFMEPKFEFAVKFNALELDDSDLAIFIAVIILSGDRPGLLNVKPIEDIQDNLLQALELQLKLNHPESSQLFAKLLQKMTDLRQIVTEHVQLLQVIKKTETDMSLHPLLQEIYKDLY
bIAP act = increases bovine intestinal alkaline phosphatase activity. purified bovine IAP, CDP-star luminescence, 30 min; hits give high values; fold of DMSO-control signal, blank-subtracted. activation factor at 20 µM. 0.17% of 200,000 active;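 active = activation factor of 2 or more at 20 µM, a signal rise over negative controls twice the positive control's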
TLR4-MyD88 BLA = blocks binding of human TLR4 to MyD88. HeLa CL3-4 TLR4/MyD88 BLA complementation, FRET ratio. O00206+Q99836. inhibition, % at 8.4 µM. 0.18% of 200,000 active; in the data active = inhibition above about 25%;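 also: 0% = vehicle and 100% = reference inhibitor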
PPARg SRC3 recr = promotes SRC-3 coactivator recruitment by human PPARgamma | P37231 | biochemical PPARgamma/SRC-3 coactivator recruitment assay | activation, % at 8 µM | 0.26% of 200,000 active; in the data active = activation above about 23%;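 also: 0% = DMSO and 100% = reference agonist; some compounds past the cut are filed as inactive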
PPARg SRC-1 ag = promotes SRC-1 coactivator recruitment by human PPARgamma; P37231; PPARgamma-SRC-1 coactivator recruitment biochemical assay; activation, % at 8 µM; 0.41% of 200,000 active; in the data active = activation above about 19%;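 also: 0% = DMSO and 100% = reference agonist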
DTT redox prof = compounds producing H2O2 with reducing agent – biochemical, NIH compound library profiling, artefact control for MLSCN library redox annotation, primary screen; 0.03% of 200,000 active; activation, % at 10 µM; DTT-dependent redox cycling H2O2, phenol red/HRP absorbance; 100% = 100 µM peroxide control, 0% = buffer;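 active = activation of at least 50% relative to the plate's high and low controls in the primary single-dose screen; inactive = activation below 50%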;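 also: compound incubated with DTT at 0.8 mM final as the reducing agent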
L major viab = Leishmania major promastigote growth inhibition; Leishmania major promastigotes, resazurin fluorescence viability; 9% of 200,000 active; inhibition, % at 10 µM; in the data active = inhibition above about 50%;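 also: promastigotes grown with compound for 44 hours at 28 °C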
bIAP inhibitor = blocks bovine intestinal alkaline phosphatase activity; inhibition, % at 20 µM; AID 1019; 190,000 tested, under 10 active; purified bovine IAP, CDP-star luminescence, 30 min;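 active = over 50% inhibition of intestinal alkaline phosphatase at 20 µM in the single-dose screen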
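Assay system – bovine IAP enzyme · Quantity – bovine IAP at 1/65,000,000 final dilution · Detection – CDP-star luminescence signal · Times – 30 min reaction at room temperature · Also added – CDP-star substrate at 30 µM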
SRC2 TRFRET art = counter-screen for PPARgamma SRC-2 recruitment agonists: TR-FRET artefact. hits give high values. TR-FRET ratio at 8 µM. 0.4% of 200,000 active; in the data active = TR-FRET ratio above about 2000; also: inactives centre near 1500; reference of the scale not given here
ROMK mod = modulates human ROMK potassium channel activity. Tet-inducible ROMK, thallium flux fluorescence; actives lie on both sides. 2% of 130,000 active. B-score at 10 µM. P48048;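 active = signal ratio slope over the read window, or its plate-corrected B-score, at least 3 SD from the plate mean, either direction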;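 also: B-score of the F/F0 ratio slope over 7 to 12 s after thallium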
Target sequence (P48048 whole entry, looked up): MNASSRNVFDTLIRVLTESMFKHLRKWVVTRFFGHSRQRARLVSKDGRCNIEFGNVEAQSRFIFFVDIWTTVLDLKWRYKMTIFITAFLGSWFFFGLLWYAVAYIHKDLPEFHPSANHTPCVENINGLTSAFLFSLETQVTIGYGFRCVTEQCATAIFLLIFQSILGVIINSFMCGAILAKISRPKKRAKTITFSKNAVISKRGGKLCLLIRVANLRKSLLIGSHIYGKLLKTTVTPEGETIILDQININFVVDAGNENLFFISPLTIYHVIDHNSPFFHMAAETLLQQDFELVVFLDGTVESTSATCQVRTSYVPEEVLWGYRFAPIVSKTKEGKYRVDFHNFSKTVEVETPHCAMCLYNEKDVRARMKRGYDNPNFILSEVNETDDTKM
Numbers without * were called inactive; . = no result given.

SMILES	S1P3 antag	PPARg SRC2 recr	bIAP act	TLR4-MyD88 BLA	PPARg SRC3 recr	PPARg SRC-1 ag	DTT redox prof	L major viab	bIAP inhibitor	SRC2 TRFRET art	ROMK mod
COc1ccc(NC(=O)COn2nnc3ccc(Cl)cc32)cc1OC	17	-11	1	-9	-4	-5	1.2	13	2	1435	.
CCC(C)C(=O)Nc1cc(C(=O)OC)cc(C(=O)OC)c1 (stereo not drawn)	-12	0	1	9	-8	-2	2.0	2	3	1622	-0.046
CCn1c(-c2csc3c2CCC(C)C3)n[nH]c1=S (stereo not drawn)	1	-8	0.7	9	5	-3	-0.1	36	29	1572	.
Cc1c(NC(=O)Nc2ccc(Cl)cc2Cl)c(=O)n(-c2ccccc2)n1C	-11	3	1	-16	8	12	-1.8	4	-3	1660	-1.1
CCOc1ccc(N(CC(=O)Nc2c(C)n(C)n(-c3ccccc3)c2=O)S(=O)(=O)c2ccccc2)cc1	-2	0	1	-23	4	-14	-0.8	-6	-1	1324	0.064
O=C(NC1CCCCCCC1)c1cc(F)c(F)cc1Cl	-4	-8	1.1	-2	-3	-7	-0.6	3	-6	1382	-1.2
CC(O)CNc1nc2c(c(=O)n(C)c(=O)n2C)n1Cc1cccc(C(F)(F)F)c1 (stereo not drawn)	.	6	0.9	-4	7	-4	0.8	4	9	1520	0.15
Cc1c(C(=O)Nc2ccc(Br)cc2)cnn1C	-4	1	0.9	1	-2	4	0.0	-10	11	1568	0.022
COCCNc1nc(SCc2ccccc2)nc2sc3c(c12)CCC3	.	6	0.9	-4	3	4	1.7	8	10	1577	.
Cc1cccc2c1OCC/C2=N\NC(=O)COc1ccccc1Cl	.	1	1	5	1	-5	2.3	-4	2	1607	.
CCCCNC(=O)CCCCCn1c(=O)[nH]c2cc(C(=O)OC)ccc2c1=O	-10	-2	1	6	3	5	-0.1	-2	3	1662	-0.25
COc1ccc(CCNC(=O)CCC2COc3ccccc3O2)cc1OC (stereo not drawn)	.	2	1.1	9	16	10	0.7	-2	-8	1489	.
CNC(=S)N1CCN(CCNC2=CC(=O)CC(C)(C)C2)CC1	-2	6	1	-4	7	-1	-0.4	-3	-3	1477	-0.55
CC(C)(C)C(=O)CSc1nnc(-c2cccs2)n1CC1CCCO1 (stereo not drawn)	.	5	1	0	6	5	0.0	-3	5	1451	-0.032
COc1ccccc1OC(=O)CN1C(=O)c2ccccc2C1=O	.	-8	0.9	-15	-10	0	0.0	-6	8	1400	0.58
NNC(=O)c1ccc2[nH]c3c(c2c1)CCCC3	9	-1	1	0	2	6	-0.6	-3	-1	1581	-0.42
Cc1cccc(N2C(=O)CC(Sc3nc(C)c4c(n3)CCCC4)C2=O)c1 (stereo not drawn)	-5	-2	0.9	5	-5	-2	3.0	0	8	1237	.
CCCc1nc(-c2cc3ccc(C)cc3[nH]c2=O)no1	.	6	1.1	2	-3	1	0.2	22	-9	1576	.
COC(=O)CSCC(=O)Nc1nnc(-c2cccc(C)c2)s1	-7	9	0.9	-2	1	12	0.5	-4	9	1713	0.046
Cc1cc(-c2ccccc2)nc(N2CCC(C(=O)NCc3ccccc3Cl)CC2)n1	.	-2	1	-1	10	-2	-0.5	-4	3	1459	1
CN(/N=C\c1ccc(O)c(O)c1)c1nc(-c2ccccc2)cc(-c2ccccc2)n1	8	15	1	1	1	2	-0.6	100*	3	1691	0.29
COc1ccc(OCC2c3cc(OC)c(OC)cc3CCN2C(=O)C(C)C)cc1 (stereo not drawn)	9	8	1.2	10	-1	4	0.1	30	-16	1510	0.5
Cc1ccc(S(=O)(=O)N(C)CC(=O)OCC(=O)N2CC(=O)Nc3ccccc32)cc1	-11	1	0.9	9	-2	-5	-1.2	1	7	1569	.
CC1=C(C#N)C(Nc2ccc(Cl)cn2)(C(F)(F)F)C(=O)N1 (stereo not drawn)	.	-7	1	-4	2	2	1.2	10	4	1443	.
CCC(=O)c1ccc(N2CCN(C(=O)c3ccc(F)cc3)CC2)c(F)c1	3	4	1	2	-1	0	-0.6	3	3	1572	1.5
Cc1cccc(-n2c(C)cc(C)c(C#N)c2=O)c1	-1	7	1	11	5	13	0.1	2	3	1682	0.026
COC(=O)c1cc(OC)c(OC)cc1NC(=S)N1CCN(C/C=C/c2ccccc2)CC1	-3	-5	0.5	2	4	1	0.2	99*	45	1372	-1
CCc1ccc(NC(=O)c2ccc3ncsc3c2)cc1	.	4	0.9	0	-6	-5	-0.1	-9	8	1510	.
Nc1nc(N2CCOCC2)n[nH]1	-7	5	1.1	-4	-3	10	10	-4	-8	1542	-0.21
O=C(c1cc(-c2ccc(O)cc2)on1)N1CCCc2ccccc21	-8	7	0.9	-9	6	0	-0.3	-8	8	1633	.
O=C(NCN1CCc2ccccc2C1)c1cnccn1	.	-2	0.9	11	8	2	-1.3	-2	11	1772	.
CCOc1ccc(C2NC(=O)NC(C)=C2C(=O)OC)cc1C (stereo not drawn)	.	9	0.6	1	1	-2	0.0	-1	36	1521	1
COc1cc(NC(=O)COn2nnc3ccc(S(C)(=O)=O)cc32)cc(OC)c1	-20	17	0.9	1	6	3	7.3	6	6	1734	-0.26
Cc1ccccc1C(=O)Nc1ccc(C(=O)N/N=C/c2ccncc2)cc1	-17	2	1.1	7	-3	-5	-0.2	2	-15	1453	0.05
Cc1cnc(C(=O)OCc2ccc(COC(=O)c3cnc(C)cn3)cc2)cn1	-1	10	0.8	-12	0	9	-1.3	-11	19	1808	-0.85
CCn1cc(/C=N/NS(=O)(=O)c2ccc(C)cc2)c(C)n1	.	-5	1	3	-13	-3	0.1	-2	3	1290	0.36
CC1(C)CC(=O)C2=C(C1)N=C1SCCC(=O)N1C2c1ccc(C(F)(F)F)cc1 (stereo not drawn)	.	1	1.1	12	4	0	0.2	0	-8	1499	-1.5
Cc1[nH]n(-c2ccccc2)c(=O)c1N=Nc1ccc2c(c1)OCCO2	-24	-2	1.1	2	2	-9	0.1	-6	-6	1616	-0.64
Cc1ccc(NC(=O)c2c(C(F)(F)F)nn(C)c2Cl)cc1C	.	-1	1	-4	8	0	-2.7	-6	4	1651	.
Cc1ccccc1-c1nnc(Cc2ccccc2)o1	-10	8	1	10	0	0	-0.3	1	3	1545	-0.81
Cc1ccc(-c2noc(=O)n2CC(=O)Nc2ccc(S(=O)(=O)NC3CC3)cc2)cc1	.	4	0.9	-4	-5	2	0.2	14	14	1342	0.56
O=C(c1coc2ccc(O)cc12)C1CC1	9	11	1	-6	9	9	-1.2	-4	4	1504	.
COC(=O)c1sc(NC(=O)CSc2n[nH]c(N)n2)c(C(=O)OC)c1C	-10	-2	1.1	-7	1	1	-0.1	9	-12	1645	-0.63
O=C(CN(C1CCCCC1)S(=O)(=O)c1ccc(F)cc1)NCCCO	20	0	0.9	-2	19	0	-0.2	-5	5	1369	0.1
Cn1c(=O)oc2cc(S(=O)(=O)NC3CCCc4ccccc43)ccc21 (stereo not drawn)	-15	3	0.9	5	-2	6	-2.1	-8	11	1569	.
CC(=O)C1=C(O)C(=O)N(Cc2cccnc2)C1c1ccc(C(C)C)cc1 (stereo not drawn)	-1	10	1	-10	1	10	-0.5	-4	-2	1695	-0.0017
Cc1cc(C)nc(SCc2nnc(SCC(=O)N3CCCc4ccccc43)o2)n1	5	13	1.1	-14	-1	8	0.3	1	-15	1751	.
CN(Cc1ccccc1)c1nnc(N)s1	-2	-14	0.9	-7	1	-6	0.8	-6	9	1487	1.2
Fc1ccc2[nH]c3c(N4CCN(C5CCCCC5)CC4)ncnc3c2c1	.	3	1.2	10	-3	9	-0.5	85*	-24	1583	0.073
COc1ccc(-c2nnc(-c3cccnc3)o2)cc1OC	-1	10	0.9	-9	-4	-1	1.3	14	13	1777	0.37

Reformatted with bars between the fields: part of the list above.
SMILES | S1P3 antag | PPARg SRC2 recr | bIAP act | TLR4-MyD88 BLA | PPARg SRC3 recr | PPARg SRC-1 ag | DTT redox prof | L major viab | bIAP inhibitor | SRC2 TRFRET art | ROMK mod
COC(=O)c1cc(OC)c(OC)cc1NC(=S)N1CCN(C/C=C/c2ccccc2)CC1 | -3 | -5 | 0.5 | 2 | 4 | 1 | 0.2 | 99* | 45 | 1372 | -1
CCc1ccc(NC(=O)c2ccc3ncsc3c2)cc1 | . | 4 | 0.9 | 0 | -6 | -5 | -0.1 | -9 | 8 | 1510 | .
Nc1nc(N2CCOCC2)n[nH]1 | -7 | 5 | 1.1 | -4 | -3 | 10 | 10 | -4 | -8 | 1542 | -0.21
O=C(c1cc(-c2ccc(O)cc2)on1)N1CCCc2ccccc21 | -8 | 7 | 0.9 | -9 | 6 | 0 | -0.3 | -8 | 8 | 1633 | .
O=C(NCN1CCc2ccccc2C1)c1cnccn1 | . | -2 | 0.9 | 11 | 8 | 2 | -1.3 | -2 | 11 | 1772 | .
CCOc1ccc(C2NC(=O)NC(C)=C2C(=O)OC)cc1C (stereo not drawn) | . | 9 | 0.6 | 1 | 1 | -2 | 0.0 | -1 | 36 | 1521 | 1
COc1cc(NC(=O)COn2nnc3ccc(S(C)(=O)=O)cc32)cc(OC)c1 | -20 | 17 | 0.9 | 1 | 6 | 3 | 7.3 | 6 | 6 | 1734 | -0.26
Cc1ccccc1C(=O)Nc1ccc(C(=O)N/N=C/c2ccncc2)cc1 | -17 | 2 | 1.1 | 7 | -3 | -5 | -0.2 | 2 | -15 | 1453 | 0.05
Cc1cnc(C(=O)OCc2ccc(COC(=O)c3cnc(C)cn3)cc2)cn1 | -1 | 10 | 0.8 | -12 | 0 | 9 | -1.3 | -11 | 19 | 1808 | -0.85
CCn1cc(/C=N/NS(=O)(=O)c2ccc(C)cc2)c(C)n1 | . | -5 | 1 | 3 | -13 | -3 | 0.1 | -2 | 3 | 1290 | 0.36
CC1(C)CC(=O)C2=C(C1)N=C1SCCC(=O)N1C2c1ccc(C(F)(F)F)cc1 (stereo not drawn) | . | 1 | 1.1 | 12 | 4 | 0 | 0.2 | 0 | -8 | 1499 | -1.5
Cc1[nH]n(-c2ccccc2)c(=O)c1N=Nc1ccc2c(c1)OCCO2 | -24 | -2 | 1.1 | 2 | 2 | -9 | 0.1 | -6 | -6 | 1616 | -0.64
Cc1ccc(NC(=O)c2c(C(F)(F)F)nn(C)c2Cl)cc1C | . | -1 | 1 | -4 | 8 | 0 | -2.7 | -6 | 4 | 1651 | .
Cc1ccccc1-c1nnc(Cc2ccccc2)o1 | -10 | 8 | 1 | 10 | 0 | 0 | -0.3 | 1 | 3 | 1545 | -0.81
Cc1ccc(-c2noc(=O)n2CC(=O)Nc2ccc(S(=O)(=O)NC3CC3)cc2)cc1 | . | 4 | 0.9 | -4 | -5 | 2 | 0.2 | 14 | 14 | 1342 | 0.56
